# CRFR2-BP antag: blocks CRF-induced signaling of the CRF-BP/CRF-R2 complex | HEK293 CRF-R2/CRF-BP, CRF-induced calcium fluorescence | inhibition, % at 11.8 µM | hit rate 0.59% among 350,000 | AID 588475;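 active = inhibition of the ligand-induced calcium signal above about 50% at the single tested concentration, limit read from the data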
# GalR3 antagonist: antagonists of human GalR3 | HEK293 GalR3-CNG cAMP membrane potential fluorescence; galR3 body fused to GalR1 C-terminus | inhibition, % at 3 µM | hit rate 0.44% among 360,000;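 active = inhibition above the screen-wide average plus 3 SD, cut at about 13% in these data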;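 also: forskolin and galanin both at EC90 stimulate the cells; cAMP rise reported by CNG channel membrane potential dye signal; 0% = forskolin plus galanin with DMSO and 100% = forskolin alone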
# MEKK3 PB1 HTS: MEKK3-MEK5 PB1 interaction, increase or decrease | bead-based flow cytometry, Alexa488-MEK5 binding to MEKK3; actives lie on both sides; 0 = blocked by unlabeled MEK5, 100 = vehicle | binding response (% of control), % at 10 µM | hit rate 1.4% among 290,000 | AID 1529;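 active = binding response more than 3 SD above or below the average of its plate-row segment, actives on both sides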;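 also: Alexa488 bead fluorescence after subtracting the streptavidin-only scavenger bead signal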
# Target sequence (Q99759 whole entry, looked up): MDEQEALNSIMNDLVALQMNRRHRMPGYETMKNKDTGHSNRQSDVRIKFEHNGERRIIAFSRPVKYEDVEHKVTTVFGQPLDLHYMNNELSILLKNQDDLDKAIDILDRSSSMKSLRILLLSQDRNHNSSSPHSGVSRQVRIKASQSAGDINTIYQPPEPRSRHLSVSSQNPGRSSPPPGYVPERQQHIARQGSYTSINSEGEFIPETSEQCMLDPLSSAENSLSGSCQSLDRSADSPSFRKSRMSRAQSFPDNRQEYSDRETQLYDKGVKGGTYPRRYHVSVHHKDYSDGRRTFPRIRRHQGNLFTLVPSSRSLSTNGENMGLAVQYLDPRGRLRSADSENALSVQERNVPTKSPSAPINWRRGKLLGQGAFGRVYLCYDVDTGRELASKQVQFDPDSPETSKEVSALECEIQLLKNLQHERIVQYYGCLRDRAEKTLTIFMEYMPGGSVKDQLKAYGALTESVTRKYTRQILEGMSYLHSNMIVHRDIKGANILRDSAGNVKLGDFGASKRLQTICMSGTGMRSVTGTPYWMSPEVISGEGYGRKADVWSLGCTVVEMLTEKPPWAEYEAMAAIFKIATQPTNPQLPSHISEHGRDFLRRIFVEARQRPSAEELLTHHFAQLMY
# MEKK2 mut-MEK5: signal of MEK5 binding to mutant human MEKK2 PB1 domain; bead flow cytometry, Alexa488-MEK5 binding to MEKK2 mutant; percent response, % at 10 µM; hit rate 0.35% among 290,000; AID 1530; in the data active = percent response above about 24%, passing the limit was not always enough; also: inactives centre near 1; some results filed as inactive read as strong as hits; reference of the scale not given here
# NS3 helicase inh: inhibitors of Hepatitis C virus NS3 helicase; NS3 helicase DNA unwinding, Cy5 molecular beacon fluorescence; inhibition, % at 10.9 µM; hit rate 0.56% among 290,000; AID 1800;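 active = inhibition above the mean of all tested compounds plus 3 SD, set per campaign, cut at about 35% in these data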;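 also: 0% = DMSO wells and 100% = thioflavine S control wells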
#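 Assay system – hepatitis C virus NS3 helicase domain fragment enzyme · Buffer or medium – MOPS pH 6.5, MgCl2, DTT, Tween20, BSA · Reagent – Cy5/quencher beacon DNA duplex and ATP to start · Compound – single 10.9 µM dose · Timing – 1 h at 25 °C · Technique – Cy5 beacon fluorescence read at start and 1 h · Measure – % inhibition of unwinding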
# CRFBP-R2 agonist: agonists of human CRF-binding protein/CRF-R2 receptor complex; HEK293 CRF-R2/CRF-BP, calcium dye fluorescence (FLIPR); percent of saturating CRF peptide response; activation, % at 13.2 µM; hit rate 0.46% among 350,000;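 active = activation of at least 50%, plus an integration ratio under a set limit after plate pattern correction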;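 also: plate controls were neutral control wells without compound for no effect and CRF at EC100 for full effect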
# MEKK2wt PB1 HTS: raises or lowers MEK5 binding to wildtype human MEKK2 PB1 domain; hit rate 1.1% among 290,000; Q9Y2U5; bead flow cytometry, Alexa488-MEK5 binding to MEKK2 WT; actives lie on both sides; binding response (% of control), % at 10 µM; AID 1531; in the data active = binding response below about 67% or above about 130%
# SUMO HTRF inh: SUMOylation inhibition | P63279 | HTRF SUMOylation assay, SAE1/SAE2 + UBC9, in vitro | inhibition, % at 35 µM | hit rate 0.36% among 290,000 | AID 2006; in the data active = inhibition above about 50%, passing the limit was not always enough; also: strong numbers were not always called active
# Target sequence (P63279 whole entry, looked up): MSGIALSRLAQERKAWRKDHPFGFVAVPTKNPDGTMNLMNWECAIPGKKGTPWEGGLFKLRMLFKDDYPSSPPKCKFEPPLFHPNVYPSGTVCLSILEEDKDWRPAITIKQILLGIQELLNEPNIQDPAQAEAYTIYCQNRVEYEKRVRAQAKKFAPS
# DNA FID counter: counter-screen for HCV NS3 helicase inhibitors: DNA intercalator displacement; DNA fluorescent intercalator displacement, fluorescence; inhibition, % at 7.9 µM; hit rate 0.17% among 290,000; in the data active = inhibition above about 37%;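 also: 0% = vehicle and 100% = reference compound; higher means more ethidium bromide displaced from hairpin DNA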
# The depositor's hits bear a star; . = no result given; & = joins results of further samples; [ ] = remark or other dose. Not all compounds are listed, so the mix of outcomes need not match the whole.
# The first 14 compounds, to show the layout:
SMILES,CRFR2-BP antag,GalR3 antagonist,MEKK3 PB1 HTS,MEKK2 mut-MEK5,NS3 helicase inh,CRFBP-R2 agonist,MEKK2wt PB1 HTS,SUMO HTRF inh,DNA FID counter
CCC(C)(C)c1ccc(OC(=O)c2cccnc2Cl)cc1,-7,-6,101,3,-15,0.0,100,-24,-24
CCN(CC)c1c([N+](=O)[O-])c(=O)n(C)c2ccccc12,-6,-5,98,-2,-10,-5.0,100,17,-5
CCOC(=O)CCCNC(=O)COC(=O)c1cc(Br)c(Br)s1,12,-4,101,1,7,1.6,98,-2,-24
COc1ccc(CC(=O)NC(=S)NNC(=O)COc2c(C)cccc2C)cc1,-15,2,100,4,-6,11,97,-5,-2
Cc1ncsc1C(=O)N1N=C2/C(=C/c3ccccc3)CCCC2C1c1ccccc1 (stereo unspecified),33,-7,.,.,-17,-0.2,.,0,-28
CCCOc1ccc(NC(=O)C(=O)NCCCn2ccnc2)cc1,4,-2,98,14,-6,-1.5,99,7,1
CCOC(=O)C1=C(Nc2cccc(Cl)c2)OCC1=O,-9,1,105,17,3,0.7,112,3,-2
O=C(CSc1ncnc2c1nnn2Cc1ccc(F)cc1)NCC1CCCO1 (stereo unspecified),4,-1,99,4,2,-0.6,104,7,-27
COc1ccc(/C=C2\SC(=O)N(CC(=O)NC3C=CS(=O)(=O)C3)C2=O)cc1 (stereo unspecified),3,-7,99,3,-11,0.5,97,21,-9
CS/C(=C(/C#N)S(=O)(=O)c1ccc(Cl)cc1)N1CCOCC1,-2,-7,88,-31,12,-0.9,91,-6,-6
Cc1ccc([C@@H]2[C@@H]3C(=O)N(C)C(=O)[C@@H]3[C@]3(Cc4ccccc4)C(=O)N(Cc4ccccn4)CC(=O)N23)o1,-9,-5,102,4,16,0.0,98,3,-15
COc1cc(NC(=O)c2cccc3c2C(=O)N(C2CCCCC2)C3)cc(OC)c1OC,8,2,103,0,-9,-2.3,104,-11,-37
CCc1ccc(-c2csc(-c3c[nH]c4ccccc34)n2)cc1,3,-5,108,1,8,-0.7,132,-6,11
CCc1ccc(OC(=O)c2ccn(CC)n2)cc1,-4,-4,104,5,-5,2.6,102,17,-6

# The listing, previewed entries included:
SMILES,CRFR2-BP antag,GalR3 antagonist,MEKK3 PB1 HTS,MEKK2 mut-MEK5,NS3 helicase inh,CRFBP-R2 agonist,MEKK2wt PB1 HTS,SUMO HTRF inh,DNA FID counter
CCC(C)(C)c1ccc(OC(=O)c2cccnc2Cl)cc1,-7,-6,101,3,-15,0.0,100,-24,-24
CCN(CC)c1c([N+](=O)[O-])c(=O)n(C)c2ccccc12,-6,-5,98,-2,-10,-5.0,100,17,-5
CCOC(=O)CCCNC(=O)COC(=O)c1cc(Br)c(Br)s1,12,-4,101,1,7,1.6,98,-2,-24
COc1ccc(CC(=O)NC(=S)NNC(=O)COc2c(C)cccc2C)cc1,-15,2,100,4,-6,11,97,-5,-2
Cc1ncsc1C(=O)N1N=C2/C(=C/c3ccccc3)CCCC2C1c1ccccc1 (stereo unspecified),33,-7,.,.,-17,-0.2,.,0,-28
CCCOc1ccc(NC(=O)C(=O)NCCCn2ccnc2)cc1,4,-2,98,14,-6,-1.5,99,7,1
CCOC(=O)C1=C(Nc2cccc(Cl)c2)OCC1=O,-9,1,105,17,3,0.7,112,3,-2
O=C(CSc1ncnc2c1nnn2Cc1ccc(F)cc1)NCC1CCCO1 (stereo unspecified),4,-1,99,4,2,-0.6,104,7,-27
COc1ccc(/C=C2\SC(=O)N(CC(=O)NC3C=CS(=O)(=O)C3)C2=O)cc1 (stereo unspecified),3,-7,99,3,-11,0.5,97,21,-9
CS/C(=C(/C#N)S(=O)(=O)c1ccc(Cl)cc1)N1CCOCC1,-2,-7,88,-31,12,-0.9,91,-6,-6
Cc1ccc([C@@H]2[C@@H]3C(=O)N(C)C(=O)[C@@H]3[C@]3(Cc4ccccc4)C(=O)N(Cc4ccccn4)CC(=O)N23)o1,-9,-5,102,4,16,0.0,98,3,-15
COc1cc(NC(=O)c2cccc3c2C(=O)N(C2CCCCC2)C3)cc(OC)c1OC,8,2,103,0,-9,-2.3,104,-11,-37
CCc1ccc(-c2csc(-c3c[nH]c4ccccc34)n2)cc1,3,-5,108,1,8,-0.7,132,-6,11
CCc1ccc(OC(=O)c2ccn(CC)n2)cc1,-4,-4,104,5,-5,2.6,102,17,-6
CCC1(CC)Cc2ccccc2C(C2=C(O)CC(C)(C)CC2=O)=N1,-8,-4,102,-1,10,-1.4,100,-8,-31
COc1ccc(/C=C/C(=O)NC(=S)NNC(=O)c2cccnc2)cc1OC,-11,-4,100,-1,-8,0.3,96,-94,-9
Cc1ccc(C(=O)Nn2c(N)c(S(=O)(=O)c3ccc(C)cc3)c3nc4ccccc4nc32)cc1,-63,-3,103,-7,6,25,93,0,-4
Cc1ccc(-n2c(SCC(=O)NCc3ccco3)nc3c(sc4ccccc43)c2=O)cc1,23,-9,80,-1,-1,3.7,92,14,-6
COC(=O)CC1Oc2ccccc2N(Cc2ccccc2)C1=O (stereo unspecified),20,2,97,1,-8,0.1,97,7,-1
Nc1ccc(C(=O)n2c3ccccc3c3ccccc32)cc1,38,-3,96,3,-10,-1.8,100,-25,-5
N=c1c(S(=O)(=O)c2ccc(Br)cc2)cc2c(=O)n3ccccc3nc2n1C1CCCCC1,-9,-8,94,-9,-4,4.9,90,-18,12
COc1ccc(NC(=O)Nc2ccccc2SC)cc1,41,-8,103,2,-12,-0.2,99,5,-3
Cn1nc(C(F)(F)F)c(C(=O)Nc2ccc(F)cc2F)c1Sc1ccc(Cl)cc1,8,2,97,0,-5,-1.4,101,-14,-3
CC(C(=O)N1CCc2ccccc21)N1CCN(Cc2ccc(Cl)cc2)CC1 (stereo unspecified),-9,-10,93,-6,-25,-0.2,95,4,0
C=CCNC(=O)NC(=O)CSc1nc2cc([N+](=O)[O-])ccc2n1-c1cccc(C(F)(F)F)c1,14,-5,86,0,13,2.5,105,-14,1
CC(=O)N1c2ccc(S(=O)(=O)N3CCC(C(=O)Nc4cc(C)ccn4)CC3)cc2CC1C (stereo unspecified),4,-7,98,1,5,-0.1,105,.,-41
O=C(c1ccccc1)c1ccc(NCCCn2ccnc2)c([N+](=O)[O-])c1,19,-11,100,5,-7,-0.3,105,13,5
Cc1ccccc1CC(=O)Nc1cc(C(C)(C)C)on1,-8,-7,104,5,-3,0.0,104,8,-9
CN1/C(=C\C(=O)COC(=O)CN2C(=O)C3CC=CCC3C2=O)C(C)(C)c2ccccc21 (stereo unspecified),-9,1,112,3,-1,0.5,108,5,-29
CCn1c(SCC(=O)Nc2ccc(NC(=O)c3cccs3)cc2)nnc1-c1cccnc1,-9,4,94,-3,1,-1.3,96,-8,-21
CCCN1C(=O)c2ccccc2NC1c1ccc(OC)cc1OC (stereo unspecified),-2,-8,93,-7,-5,-7.8,90,11,-9
COc1cccc(-c2noc(CCCC(=O)NC3CCCC3)n2)c1,5,-1,103,5,-5,-0.4,106,12,-31
CC1(C)Cc2nc3oc4c(=O)n(CC(=O)Nc5ccccc5)cnc4c3cc2CO1,-1,-3,117,0,2,-2.5,102,-4,-8
Cc1ccc(N(Cc2ccc(C(=O)Nc3ccccc3C(=O)NCc3ccco3)cc2)S(C)(=O)=O)cc1C,-9,.,99,0,0,4.0,97,1,-7
CCN(CC)C1CC(=O)N(c2cccc(Cl)c2)C1=O (stereo unspecified),1,-7,109,2,12,1.3,112,14,-3
C=CCN(C(=O)c1ccccn1)C(C(=O)NCc1ccccc1)c1ccccc1F (stereo unspecified),12,-6,86,-7,1,0.6,90,9,-22
CN(Cc1ccco1)S(=O)(=O)c1nnc(NC(=O)c2ccc(F)cc2)s1,23,-5,102,-3,15,12,99,-1,-9
N=C1/C(=C\c2ccc(OC(=O)c3ccc(F)cc3)cc2)C(=O)N=C2SC(N3CCCC3)=NN12,0,.,99,-5,19,-2.1,95,15,-13
O=C(CSc1n[nH]c(-c2ccccc2)n1)c1ccc(O)c(O)c1,9,-8,103,1,-1,0.9,100,18,10
Cn1c(=O)c2c(nc(SCc3cccnc3)n2Cc2ccc(F)cc2)n(C)c1=O,-18,-3,99,3,1,0.8,104,2,-11
CCN(C(=O)CSc1nc2cc(C(F)(F)F)ccc2n1Cc1ccccc1)C1CCS(=O)(=O)C1 (stereo unspecified),-1,-7,101,-3,-1,0.5,104,2,-1
COc1ccc2nc(Nc3sc4c(c3C(N)=O)CCCC4)sc2c1,-24,-3,127,0,28,8.7,100,5,-8
CCOC(=O)C(C)NC(=O)Cn1ncc2c(=O)oc3ccc(C)cc3c21 (stereo unspecified),-14,1,106,2,11,1.5,100,27,-7
O=C(CCC(=O)N1CCN(S(=O)(=O)c2ccccc2)CC1)c1cccs1,16,-2,100,2,10,-1.1,95,6,-17
S=C(NCC1CCCO1)N1CCN(Cc2ccccc2)CC1 (stereo unspecified),9,1,101,-8,-1,2.7,107,11,-1
CCc1cc2c(=O)n(CC(C)C)cnc2s1,12,1,102,1,5,-2.7,103,-1,0
CN(C)CCCN(C(=O)c1cccs1)c1nc(-c2ccccc2)cs1,-17,-9,101,5,-98,0.2,147*,-8,27
COCCCN(CCNC(=O)c1ccc(NC2=NC3CS(=O)(=O)CC3S2)cc1)Cc1ccco1 (stereo unspecified),8,.,93,-1,10,-5.2,98,7,-8
COc1ccc(F)cc1CSc1nnnn1-c1ccc(O)cc1,17,-9,98,-3,-1,0.1,95,-13,1
CCOC(=O)c1cnc2c(F)ccc(F)c2c1Sc1ccccc1,4,-5,99,-4,-11,-0.2,95,3,-9
Cc1cccc(OCC(=O)N2CCN(c3nnc(-c4ccccc4)c4ccccc34)CC2)c1,22,3,99,-9,-13,-0.1,93,-7,-32
Cc1ccc(C(=O)Nc2cccc(C(F)(F)F)c2)cc1Nc1cncnc1,-7&0,-6&-2,102,-1,3,-0.5&-0.5,102,18,-17
Nc1nc(-c2c[nH]c3ccccc23)cs1,-6,0,83,69*,-19,0.5,-7.0*[inhibitor],7,5
N#Cc1ccccc1/C=N/Nc1nc(-c2ccccc2)c2cc(Br)ccc2n1,-40,-4,102,7,7,-0.6,104,6,-5
C/C(N)=C(/C#N)C(=O)CSc1ccc2c(c1)OCCO2,14,-2,101,8,0,-1.7,103,16,-1

# Screens: PubChem, several laboratories
